RPL19A-GFP yeast = RPL19A-GFP expression modulators in yeast, primary screen, cell-based, S. cerevisiae, multiplex flow cytometry, MLPCN. S. cerevisiae RPL19A-GFP strain, 3 h; stronger effect = lower value. AID 2025, 2009. 0.3% of 330,000 active. percent response vs DMSO, % at 10 µM;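 active = percent response vs DMSO below 50%; inconclusive = fewer than 70 events counted for the yeast strain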;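 also: median channel GFP fluorescence of the barcoded RPL19A-GFP strain; ratio of sample median GFP to plate DMSO average so 100% = DMSO; lower means less RPL19A-GFP as with rapamycin TOR inhibition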
AHR act = AHR activators, primary screen, cell-based, luminescence, luciferase reporter, human | AHR-responsive luciferase reporter cells | 2.5% of 320,000 active | Aryl hydrocarbon receptor (Homo sapiens), P35869 | activation, % at 5 µM | AID 2796, 2010; in the data active = activation above about 47%;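 also: 0% = vehicle wells and 100% = reference agonist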
LAP4-GFP MLPCN = modulators of LAP4-GFP expression in yeast, primary screen, S. cerevisiae, multiplex flow cytometry, MLPCN library. 3 h; median GFP as percent of DMSO wells. GFP response vs DMSO, % at 10 µM. 0.34% of 320,000 active. AID 2023, 2009;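 active = GFP response vs DMSO above a set limit, about the screen mean plus 3 SD, cut at about 150% in these data; inconclusive = under 70 cell events counted for the yeast strain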
MEP2-GFP yeast = modulators of MEP2-GFP levels in yeast, primary screen, S. cerevisiae, multiplex flow cytometry, MLPCN library | S. cerevisiae MEP2-GFP strain, 3 h; 100% = DMSO control level | GFP response vs DMSO, % at 10 µM | 0.51% of 330,000 active;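 active = GFP response versus DMSO above a set limit, roughly screen mean plus 3 SD, cut at about 180% in these data; inconclusive = fewer than 70 cells counted for a yeast strain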;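 also: median GFP fluorescence of the barcode-gated MEP2-GFP cells per well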
proCasp7 act = procaspase-7 activators, primary screen, counter-screen for procaspase-3 activator project, biochemical, absorbance, HTS, human | Caspase-7 (Homo sapiens), P55210 | recombinant procaspase-7, Ac-DEVD-pNA absorbance 405 nm; D23A/D198A/D206A triple mutant, cannot self-cleave; scale: DMSO 0, 5 µM enzyme 100 | activation, % at 8.5 µM | 0.093% of 330,000 active | AID 463210, 2010;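 active = percent activation above the screen-wide mean plus 3 SD, cut at about 25% in these data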
Target sequence (P55210 whole entry D23A/D198A/D206A): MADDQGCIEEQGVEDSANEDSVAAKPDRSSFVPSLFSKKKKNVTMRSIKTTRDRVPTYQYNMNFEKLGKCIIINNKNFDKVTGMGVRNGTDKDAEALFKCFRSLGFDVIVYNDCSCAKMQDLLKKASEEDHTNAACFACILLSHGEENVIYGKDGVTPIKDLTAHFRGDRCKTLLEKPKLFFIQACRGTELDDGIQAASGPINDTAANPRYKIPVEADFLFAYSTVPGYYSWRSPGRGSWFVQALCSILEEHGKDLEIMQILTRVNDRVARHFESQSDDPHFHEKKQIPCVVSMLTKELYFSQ
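Assay system: Uncleavable procaspase-7 mutant enzyme / Input: 2 µM procaspase-7 mutant as dispensed / Dosing: single nominal 8.5 µM compound dose, 0.8% DMSO final / Timing: 1 h enzyme–compound preincubation and 2 h substrate reaction, both 25 °C / Detection: p-Nitroaniline absorbance at 405 nm, read at 0 and 120 min / Replication: singlicate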
CIT2-GFP yeast = modulators of CIT2-GFP expression in yeast, primary screen, S. cerevisiae, GFP fusion, multiplex flow cytometry, MLPCN library; S. cerevisiae CIT2-GFP strain, 3 h; 100 means same as DMSO wells; GFP response vs DMSO, % at 10 µM; 0.065% of 320,000 active; AID 2029, 2009;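 active = GFP response relative to DMSO above a set limit, near the screen mean plus 3 SD, cut at about 150% in these data; inconclusive = Fewer than 70 cells measured for a yeast strain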;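 also: ratio of well median GFP fluorescence to mean of DMSO wells on the plate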
procasp3 activ = activators of human procaspase-3 D3A mutant, primary screen, biochemical, absorbance, PC-3 D3A mutant, single concentration. 0.11% of 330,000 active. activation, % at 8.5 µM. recombinant procaspase-3 D3A, Ac-DEVD-pNA absorbance 405 nm. AID 463141, 2010. Caspase-3 (Homo sapiens), P42574;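 active = activation above the mean of all tested compounds plus 3 SD, cut at about 21% in these data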;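 also: 0% = DMSO alone and 100% = DMSO wells spiked with extra 5 µM PC-3 D3A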
Target sequence (P42574 whole entry D9A/D28A/D175A): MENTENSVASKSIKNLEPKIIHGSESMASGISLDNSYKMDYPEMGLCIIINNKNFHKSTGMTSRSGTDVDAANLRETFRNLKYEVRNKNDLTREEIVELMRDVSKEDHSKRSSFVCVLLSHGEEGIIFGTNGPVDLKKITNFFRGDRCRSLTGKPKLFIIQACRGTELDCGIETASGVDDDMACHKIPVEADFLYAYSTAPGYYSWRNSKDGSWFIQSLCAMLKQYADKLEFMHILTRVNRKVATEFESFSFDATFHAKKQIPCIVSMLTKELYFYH
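Test system: Procaspase-3 D3A mutant; medium: Zinc-free HEPES/NaCl buffer with 0.01% Triton X-100 at pH 7.4; reagent: DEVD-pNA substrate; doses: one concentration, 8.5 µM nominal, 0.8% DMSO; times: 1 h preincubation plus 2 h reaction at 25 °C; signal: Epi-absorbance at 405 nm of released p-nitroaniline, 0 and 120 min; replicates: singlicate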
AGP1-GFP MLPCN = modulators of AGP1-GFP expression in yeast TOR pathway, primary screen, cell-based, multiplex flow cytometry, S. cerevisiae, MLPCN library | 3 h; GFP as percent of DMSO wells | GFP response vs DMSO, % at 10 µM | 0.02% of 320,000 active;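 active = GFP response relative to DMSO above a set limit, near screen average plus 3 SD, cut at about 150% in these data; inconclusive = fewer than 70 cells counted for the yeast strain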;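 also: median GFP channel fluorescence of the gated AGP1 strain per well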
* = called active by the depositor; [ ] = remark or other dose.

For S=c1nc(C23CC4CC(CC(C4)C2)C3)[nH][nH]1 the results were RPL19A-GFP yeast 98, AHR act 2, LAP4-GFP MLPCN 102, MEP2-GFP yeast 95, proCasp7 act -9, CIT2-GFP yeast 94, procasp3 activ -5 and AGP1-GFP MLPCN 97.
O=C(Nc1ccc(N2CCOCC2)cc1)c1cccc2c(Br)cccc12 was read as RPL19A-GFP yeast 107, AHR act 4, LAP4-GFP MLPCN 104, MEP2-GFP yeast 104, proCasp7 act -10, CIT2-GFP yeast 106, procasp3 activ 0 and AGP1-GFP MLPCN 106.
`COCCn1c(SCc2nc3sc(C(=O)OC)c(C)c3c(=O)[nH]2)nc2ccccc21` gave RPL19A-GFP yeast 99, AHR act 0, LAP4-GFP MLPCN 106, MEP2-GFP yeast 101, proCasp7 act 8, CIT2-GFP yeast 99 and procasp3 activ 7.
For OCCC1CN(Cc2ccc(F)cc2)CCN1CCCc1ccccc1 (stereo not drawn) the results were RPL19A-GFP yeast 100, LAP4-GFP MLPCN 94, MEP2-GFP yeast 99, CIT2-GFP yeast 98 and AGP1-GFP MLPCN 100.
For CC(C)c1ccc(NC2=CC(=O)CC(C)(C)C2)cc1 the results were RPL19A-GFP yeast 105, AHR act 15, LAP4-GFP MLPCN 91, MEP2-GFP yeast 92, proCasp7 act 1, CIT2-GFP yeast 98, procasp3 activ -4 and AGP1-GFP MLPCN 97.
Screening O=C(Nc1cnn(Cc2ccc(F)cc2)c1)C(c1ccccc1)c1ccccc1 returned RPL19A-GFP yeast 94, AHR act -4, LAP4-GFP MLPCN 97, MEP2-GFP yeast 104, proCasp7 act 5, CIT2-GFP yeast 103, procasp3 activ 2 and AGP1-GFP MLPCN 97.
For O=C(O)c1ccc(N2C(=O)CC(N3C(=O)/C(=C/c4ccc(Cl)cc4)SC3=S)C2=O)cc1 (stereo not drawn) the results were RPL19A-GFP yeast 102, AHR act 0, LAP4-GFP MLPCN 144, MEP2-GFP yeast 95, proCasp7 act -21, CIT2-GFP yeast 88, procasp3 activ -14 and AGP1-GFP MLPCN 89.
Screening COC(=O)c1cc(C(=O)OC)cc(N2C(=O)CC(NNC(=O)c3ccccc3Cl)C2=O)c1 (stereo not drawn) returned RPL19A-GFP yeast 103, AHR act 2, LAP4-GFP MLPCN 78, MEP2-GFP yeast 98, proCasp7 act 4, CIT2-GFP yeast 107, procasp3 activ 4 and AGP1-GFP MLPCN 86.
Screening O=C(Cn1c(=O)oc2cc(S(=O)(=O)N3CCOCC3)ccc21)N1CCc2ccccc2C1 returned RPL19A-GFP yeast 98, AHR act 1, LAP4-GFP MLPCN 96, MEP2-GFP yeast 108, proCasp7 act 7, CIT2-GFP yeast 102, procasp3 activ 1 and AGP1-GFP MLPCN 102.
CN(C(=O)CC(NC(=O)c1ccccc1Cl)c1ccccc1)c1ccccc1 (stereo not drawn) was read as RPL19A-GFP yeast 100, AHR act 0, LAP4-GFP MLPCN 74, MEP2-GFP yeast 96, proCasp7 act -4, CIT2-GFP yeast 107, procasp3 activ 7 and AGP1-GFP MLPCN 87.
COc1ccc(S(=O)(=O)Nc2ccccn2)cc1C was read as RPL19A-GFP yeast 97, AHR act -1, LAP4-GFP MLPCN 97, MEP2-GFP yeast 99, proCasp7 act 6, CIT2-GFP yeast 100, procasp3 activ -1 and AGP1-GFP MLPCN 102.
Screening CC(C)(C)c1ccc(C(=O)Oc2ccc3c(c2)OCC3=O)cc1 returned RPL19A-GFP yeast 102, AHR act 2, LAP4-GFP MLPCN 94, MEP2-GFP yeast 101, proCasp7 act 11, CIT2-GFP yeast 100, procasp3 activ -7 and AGP1-GFP MLPCN 94.
For Cc1ccc(N2CC(C(=O)N3CCC(C(=O)Nc4nncs4)CC3)CC2=O)cc1 (stereo not drawn) the results were RPL19A-GFP yeast 114, AHR act -2, LAP4-GFP MLPCN 110, MEP2-GFP yeast 108, proCasp7 act 0, CIT2-GFP yeast 110, procasp3 activ 4 and AGP1-GFP MLPCN 104.
Screening COc1ccc(NC(=O)c2cccc(NS(=O)(=O)c3ccccc3)c2)cc1 returned RPL19A-GFP yeast 106, AHR act 5, LAP4-GFP MLPCN 99, MEP2-GFP yeast 110, proCasp7 act -5, CIT2-GFP yeast 104, procasp3 activ 3 and AGP1-GFP MLPCN 104.
O=C(NCCCN1CCOCC1)c1ccc(Br)cc1 was read as RPL19A-GFP yeast 93, AHR act 7, LAP4-GFP MLPCN 92, MEP2-GFP yeast 92, proCasp7 act 2, CIT2-GFP yeast 86, procasp3 activ 2 and AGP1-GFP MLPCN 92.
`c1ccc2c(c1)OCC(c1nnc3n1-c1ccccc1SC3)O2` (stereo not drawn) gave RPL19A-GFP yeast 102, AHR act 4, LAP4-GFP MLPCN 105, MEP2-GFP yeast 116, proCasp7 act 5, CIT2-GFP yeast 112, procasp3 activ -6 and AGP1-GFP MLPCN 103.
For CCCNCCC(c1ccco1)c1ccccc1OC (stereo not drawn) the results were RPL19A-GFP yeast 100, AHR act -1, LAP4-GFP MLPCN 86, MEP2-GFP yeast 101, proCasp7 act -2, CIT2-GFP yeast 102, procasp3 activ 0 and AGP1-GFP MLPCN 95.
Screening COc1ccc(CNc2ccc(C(=O)O)cc2)cc1 returned RPL19A-GFP yeast 96, AHR act 4, LAP4-GFP MLPCN 79, MEP2-GFP yeast 92, proCasp7 act -1, CIT2-GFP yeast 90, procasp3 activ 0 and AGP1-GFP MLPCN 99.
COc1ccc(CN=Cc2c(C(=O)O)[nH]c3ccccc23)cc1 was read as RPL19A-GFP yeast 98, AHR act 10, LAP4-GFP MLPCN 102, MEP2-GFP yeast 98, proCasp7 act -6, CIT2-GFP yeast 103, procasp3 activ 0 and AGP1-GFP MLPCN 100.
O=[N+]([O-])c1ccc(/C=C/C2=NN(c3ccccc3)C(c3ccco3)C2)cc1 (stereo not drawn) was read as RPL19A-GFP yeast 89[may fluoresce violet], AHR act -1, LAP4-GFP MLPCN 115[may fluoresce violet], MEP2-GFP yeast 159[may fluoresce violet], proCasp7 act -2, CIT2-GFP yeast inconclusive, procasp3 activ -5 and AGP1-GFP MLPCN 20[may fluoresce violet].

2 compounds picked at random from those above:
For Cc1ccc(N2CC(C(=O)N3CCC(C(=O)Nc4nncs4)CC3)CC2=O)cc1 (stereo not drawn) the results were RPL19A-GFP yeast 114, AHR act -2, LAP4-GFP MLPCN 110, MEP2-GFP yeast 108, proCasp7 act 0, CIT2-GFP yeast 110, procasp3 activ 4 and AGP1-GFP MLPCN 104.
`c1ccc2c(c1)OCC(c1nnc3n1-c1ccccc1SC3)O2` (stereo not drawn) gave RPL19A-GFP yeast 102, AHR act 4, LAP4-GFP MLPCN 105, MEP2-GFP yeast 116, proCasp7 act 5, CIT2-GFP yeast 112, procasp3 activ -6 and AGP1-GFP MLPCN 103.

The main list resumes; the 2 compounds before the break are reprinted first.
COc1ccc(CN=Cc2c(C(=O)O)[nH]c3ccccc23)cc1 was read as RPL19A-GFP yeast 98, AHR act 10, LAP4-GFP MLPCN 102, MEP2-GFP yeast 98, proCasp7 act -6, CIT2-GFP yeast 103, procasp3 activ 0 and AGP1-GFP MLPCN 100.
O=[N+]([O-])c1ccc(/C=C/C2=NN(c3ccccc3)C(c3ccco3)C2)cc1 (stereo not drawn) was read as RPL19A-GFP yeast 89[may fluoresce violet], AHR act -1, LAP4-GFP MLPCN 115[may fluoresce violet], MEP2-GFP yeast 159[may fluoresce violet], proCasp7 act -2, CIT2-GFP yeast inconclusive, procasp3 activ -5 and AGP1-GFP MLPCN 20[may fluoresce violet].
CCOC(=O)C1CCN(C(=S)Nc2ccc(Cl)cc2C)CC1 was read as RPL19A-GFP yeast 103, AHR act 1, LAP4-GFP MLPCN 94, MEP2-GFP yeast 100, proCasp7 act 7, CIT2-GFP yeast 98, procasp3 activ -4 and AGP1-GFP MLPCN 100.
For Cc1ccc(/C=C/C(=O)OCC(=O)NC(C)C)o1 the results were RPL19A-GFP yeast 97, AHR act 0, LAP4-GFP MLPCN 103, MEP2-GFP yeast 103, proCasp7 act -10, CIT2-GFP yeast 107, procasp3 activ -8 and AGP1-GFP MLPCN 106.
Screening COC(=O)c1ccc(COc2cccnc2[N+](=O)[O-])cc1 returned RPL19A-GFP yeast 96, AHR act -1, LAP4-GFP MLPCN 98, MEP2-GFP yeast 94, proCasp7 act -2, CIT2-GFP yeast 109, procasp3 activ 9 and AGP1-GFP MLPCN 96.
C=CCn1c(C)cc(-c2csc(NC(=O)CCc3nc4ccccc4c(=O)[nH]3)n2)c1C was read as RPL19A-GFP yeast 101, AHR act 9, LAP4-GFP MLPCN 112, MEP2-GFP yeast 97, proCasp7 act 3, CIT2-GFP yeast 94, procasp3 activ -1 and AGP1-GFP MLPCN 113.
For O=C(NCc1ccco1)/C(=C\C=C\c1ccccc1)NC(=O)c1ccco1 the results were RPL19A-GFP yeast 99, AHR act 10, LAP4-GFP MLPCN 104, MEP2-GFP yeast 93, proCasp7 act 3, CIT2-GFP yeast 99, procasp3 activ 1 and AGP1-GFP MLPCN 105.
`Cc1c(Cl)cccc1NC(=S)NCc1ccccc1` gave RPL19A-GFP yeast 99, AHR act -1, LAP4-GFP MLPCN 104, MEP2-GFP yeast 98, proCasp7 act 1, CIT2-GFP yeast 97, procasp3 activ -6 and AGP1-GFP MLPCN 100.
Screening COc1cc(OC)cc(C(=O)N[C@H](C(=O)Nc2ccc(F)cc2F)C(C)C)c1 returned RPL19A-GFP yeast 92, AHR act 5, LAP4-GFP MLPCN 93, MEP2-GFP yeast 109, proCasp7 act -9, CIT2-GFP yeast 104, procasp3 activ 4 and AGP1-GFP MLPCN 94.
Screening COc1cccc(C(=O)NCC(=O)NCc2cc(=O)n(C)c(=O)n2C)c1OC returned RPL19A-GFP yeast 97, AHR act 0, LAP4-GFP MLPCN 95, MEP2-GFP yeast 95, proCasp7 act -6, CIT2-GFP yeast 100, procasp3 activ 13 and AGP1-GFP MLPCN 102.
For CCSc1nnc(NC(NC(C)=O)(C(F)(F)F)C(F)(F)F)s1 the results were RPL19A-GFP yeast 101, AHR act -1, LAP4-GFP MLPCN 89, MEP2-GFP yeast 96, proCasp7 act 3, CIT2-GFP yeast 93, procasp3 activ 8 and AGP1-GFP MLPCN 91.
For COc1cccc(CN2CCN(Cc3ccc4cccc(F)c4n3)CC2CCO)c1 (stereo not drawn) the results were RPL19A-GFP yeast 105, AHR act 4, LAP4-GFP MLPCN 83, MEP2-GFP yeast 96, proCasp7 act 5, CIT2-GFP yeast 106, procasp3 activ -8 and AGP1-GFP MLPCN 100.

Outcome played no part in choosing rows; any-hit rate near 3.5%.
